# Screening results: PubChem, National Center for Advancing Translational Sciences (NCATS)
# CCT chaperon mod: changes cytosolic chaperonin activity | activity change, % (test concentration not listed), hits read low | purified chaperonin ATPase assay, HTRF ADP detection, 30 min | 360,000 tested, 0.3% active | AID 651819; in the data active = activity change below about -30%; also: % is scaled to controls: 0 for no effect and ±100 for the full control effect
#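 TRiC at 40 or 20 nM final (batch-dependent) in 30 mM Tris pH 7.4, 100 mM KCl, 5 mM MgCl2, 1 mM DTT, with compound at single 76 uM and 10 uM ATP, 30 min at 37 deg C. ADP detected by HTRF Transcreener, 665/615 ratio.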
# EPAC2 ag: activates human EPAC2 exchange factor; 360,000 tested, 0.079% active; Q8WZA2; EPAC2 activation, biochemical qHTS; response scale: 100% = 6.5 mM cAMP response; Potency, µM (series often up to 154 µM), inactives show at the top dose activation, actives largely listed as activators; also: potency is read from the fitted curve at half-maximal effect; nearly all actives have a fitted effect of over 50% in size
#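 Guanine nucleotide exchange by EPAC2 is measured as reduced fluorescence of BODIPY-GDP once it is released from 250 nM Rap1B. Plates are read kinetically for 30 min at room temperature; results are scaled to 6.5 mM cAMP.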
# D3 ag: activates the human D3 dopamine receptor. P35462. D3R DiscoveRx beta-arrestin cells, luminescence, 90 min. max activation, %. 410,000 tested, 0.58% active; in the data active = max activation above about 30%; also: 0% is about no effect; mostly tested at two doses, the higher about 12 µM
# Target sequence (P35462 whole entry, looked up): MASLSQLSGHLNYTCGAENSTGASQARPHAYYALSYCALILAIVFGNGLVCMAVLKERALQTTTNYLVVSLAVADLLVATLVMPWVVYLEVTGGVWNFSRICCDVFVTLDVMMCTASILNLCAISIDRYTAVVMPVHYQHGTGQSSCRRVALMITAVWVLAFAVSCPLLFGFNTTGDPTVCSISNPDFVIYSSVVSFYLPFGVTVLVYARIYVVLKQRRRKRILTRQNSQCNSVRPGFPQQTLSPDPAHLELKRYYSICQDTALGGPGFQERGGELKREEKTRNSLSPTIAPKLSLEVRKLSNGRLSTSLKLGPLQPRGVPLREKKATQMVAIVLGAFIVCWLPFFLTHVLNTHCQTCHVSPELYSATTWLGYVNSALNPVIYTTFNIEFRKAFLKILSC
#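 Agonist-mode cell screen: cells plated at 1500/well and incubated overnight at 37 °C, then exposed to library compounds for 90 min at 37 °C. Detection reagent was added for 30–60 min at room temperature, and luminescence was read.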
# EPAC2 antagonist: blocks human EPAC2 exchange factor; Potency, µM (titrated, usually from 114 µM), for the others: at the top dose activity, negative = inhibition, actives largely listed as inhibitors; 360,000 tested, 0.18% active; EPAC2 GEF exchange of Rap1B-BODIPY-GDP, fluorescence; AID 720708; also: potency is read from the fitted curve at half-maximal effect; % is scaled to controls: 0 for no effect and ±100 for the full control effect; nearly all actives have a fitted effect of over 45% in size; many of its hits are not listed in these tables
# DRD3 antagonist: D3 dopamine receptor (human) antagonism. D3R cells, DiscoveRx beta-arrestin luminescence, antagonist mode; stronger effect = lower value. max response, negative = inhibition, %. P35462. 360,000 tested, 2.5% active. AID 652054; in the data active = max response below about -50%; inconclusive = no clear call, values can overlap the other calls; also: % is scaled to controls: 0 for no effect and ±100 for the full control effect; mostly tested at two doses, the higher about 12 µM
#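 Cells plated overnight at 1500 cells/well, then exposed to library compounds with dopamine controls for 90 minutes at 37 degrees C. DiscoveRx reagent added for 30–60 minutes at room temperature; luminescence read, quantitative HTS format.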
# PTHR1 ag: agonists of human PTHR1 parathyroid hormone receptor; Q03431; HEK293 GP2 PTHR1 cells, GloSensor cAMP luminescence, 1 h; Potency, µM (series often up to 115 µM), for inactives: at the highest dose activation, most hits filed as activators; 410,000 tested, 0.075% active; AID 743266; also: potency is read from the fitted curve at half-maximal effect; nearly all actives have a fitted effect of over 55% in size; some results filed as inactive show a strong effect at the top dose; inactives centre near -15; many of its hits are not listed in these tables
# Target sequence (Q03431 whole entry, looked up): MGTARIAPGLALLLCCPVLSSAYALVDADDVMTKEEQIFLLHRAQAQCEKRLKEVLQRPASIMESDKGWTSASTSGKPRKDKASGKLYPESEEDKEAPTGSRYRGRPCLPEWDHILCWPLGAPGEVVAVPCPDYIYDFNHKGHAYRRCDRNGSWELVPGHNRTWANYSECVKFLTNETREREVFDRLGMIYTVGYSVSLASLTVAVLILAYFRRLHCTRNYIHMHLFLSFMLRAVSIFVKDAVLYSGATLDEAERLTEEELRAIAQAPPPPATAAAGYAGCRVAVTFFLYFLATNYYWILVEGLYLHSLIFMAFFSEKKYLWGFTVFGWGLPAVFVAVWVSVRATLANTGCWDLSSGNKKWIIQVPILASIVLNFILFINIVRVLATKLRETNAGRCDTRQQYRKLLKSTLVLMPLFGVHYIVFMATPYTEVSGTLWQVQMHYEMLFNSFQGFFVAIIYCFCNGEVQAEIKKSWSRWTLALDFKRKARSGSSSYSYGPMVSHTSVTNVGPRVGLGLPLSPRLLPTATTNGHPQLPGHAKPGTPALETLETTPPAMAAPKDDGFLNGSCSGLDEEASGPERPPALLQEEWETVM
#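 HEK-293-derived GP2 cells expressing PTHR1 and a GloSensor cAMP reporter, 3,000/well, plated overnight, given luciferin plus IBMX (each 0.5 mM as added) for 1 h at 37 °C, then compound for 1 h at 37 °C. Luminescence was read after 15 min at room temperature.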
# pAkt inh: blocks phosphorylation of Akt | Neuro2A IGF-stimulated pAkt S473 HTRF, 20 min; stronger effect = lower value | activity change, % for hits at 50 µM | 360,000 tested, 0.32% active; in the data active = activity change below about -80%; inconclusive = mostly about -51% to -80%; also: % is scaled to controls: 0 for no effect and ±100 for the full control effect
#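 Single-point screen (50 µM final compound) in Neuro2A cells stimulated 20 min with 6 nM IGF at 37 deg C. After lysis, Ser473-phosphorylated Akt read by HTRF (ex 330 nm, em 615/665 nm) as the 665/615 ratio.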
# MmCpn inh: inhibitors of Methanococcus maripaludis chaperonin (MmCpn). purified Mm-Cpn ATPase, ADP Transcreener TR-FRET. Potency, µM (highest dose often 76.9 µM), for inactives: at the top dose activity, negative = inhibition, usual class: inhibitors. 330,000 tested, 0.031% active; also: potency is read from the fitted curve at half-maximal effect; % is scaled to controls: 0 for no effect and ±100 for the full control effect; nearly all actives have a fitted effect of over 80% in size
#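 ATPase turnover read by TR-FRET ADP competition (Eu cryptate antibody/ADP-d2, 665/590 nm): 10uM ATP final, 25nM Mm-CPN final, 30 min 37degC after 10-min compound preincubation, pH 7.4 Tris/KCl/MgCl2/DTT buffer.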
# * marks the source's active call; other numbers are inactive results; i = inactive; ? = inconclusive; nt = not tested or not shown; [ ] = dose if it differs, or a comment. Unless noted, calls follow the shape of the dose curve; as a rule, active = well fitted curve in the direction sought with a large enough effect; inconclusive = small, poorly fitted or top-dose-only effect, or another doubt; inactive = no such curve, though single readings can be large; an effect the other way counts as inactive or inconclusive. This is a subset; rates above refer to the full screens.
No.	mol	CCT chaperon mod	EPAC2 ag	D3 ag	EPAC2 antagonist	DRD3 antagonist	PTHR1 ag	pAkt inh	MmCpn inh
1	COc1ccc(CCNS(=O)(=O)c2ccc(Br)s2)cc1	1.1	10%	7	-18%	-21	-11%	i	0%
2	O=C(NCc1ccccc1)C(c1ccc(C(F)(F)F)cc1)n1c(=O)c(-c2cc3ccccc3[nH]2)nc2ccccc21 (stereo not drawn)	nt	6%	5	0%	32	i	i	nt
3	O=C(CC1(O)C(=O)Nc2cc(Cl)cc(Cl)c21)c1ccccc1O (stereo not drawn)	-1.3	-6%	-2	-2%	?	1%[57.5 µM]	i	-1%
4	Clc1ccc(Oc2ccccc2)c2ncccc12	1.9	8%	1	-22%	1	-6%	i	0%
5	Cc1ccc(C(=O)n2c(-c3ccccc3)cnc2SCC(=O)Nc2ccccc2)cc1	-0.4	12%	2	2%	10	i	i	1%
6	Cc1occc1-c1nnc(SCC(N)=O)n1Cc1ccccc1	-3.5	2%	-7	-7%	20	-6%[57.5 µM]	nt	-2%
7	COc1cccc2c1C1COC3C4CC(C(=O)O)C(C(C2)N13)N4C (stereo not drawn)	-0.8	-3%	-19	18%	-3	i	i	nt
8	COc1ccc2c(c1)C(C)=CC(C)(C)N2S(=O)(=O)c1ccc(Br)cc1	0.8	9%	-3	-9%	?	-20%	i	1%
9	CCOc1nc2cnccc2n(CC(=O)Nc2c(C)cccc2CC)c1=O	0.9	3%	-4	15%	4	i	nt	-13%
10	Cc1ccc2c(NCc3ccco3)nc(NC(C)C)nc2c1	-0.6	-1%	-5	9%	-11	18%	i	nt
11	COc1cccc(C(=O)Nc2nc(C)cs2)c1	2.0	-3%	3	6%	5	-55%[inhibitor]	i	1%
12	COc1ccc(C)cc1NCc1cc(=O)oc2cc(-c3ccccc3)c(O)cc12	-1.4	-11%	6	3%	5	-10%	i	0%
13	CCOC(=O)C1(Cc2cccc(OC)c2)CCCN(C(=O)CCc2cccnc2)C1 (stereo not drawn)	-0.7	5%	3	-7%	4	-38%[inhibitor]	i	1%
14	Cc1ccc(CNC(=O)Nc2ccc3c(c2)N(C)C(=O)CS3)cc1	-0.2	1%	-6	19%	-2	-10%	i	4%
15	O=C(CNC(=O)c1ccc(C(F)(F)F)cc1)NC1CC1	-1.9	5%	-4	1%	-15	i	i	1%
16	CC1Cc2cc(S(=O)(=O)N3CCCCC3C)ccc2N1C(=O)C1CCC1 (stereo not drawn)	0.1	15%	-3	-9%	4	-26%	i	-2%
17	COc1ccc(CCNS(=O)(=O)c2cccc(F)c2)cc1OC	0.5	6%	3	-11%	-13	i	nt	1%
18	CN(C)CCNS(=O)(=O)c1ccc(Cl)cc1	1.4	5%	-5	5%	2	i	i	0%
19	CC(=O)Nc1cccc(NC(=O)C(F)(F)F)c1	1.0	0%	8	0%	-8	i	i	-1%
20	O=C(/C=C/c1ccccc1)N1CCC(N2CCC(C(=O)N3CCOCC3)CC2)CC1	2.0	5%	-5	27%	-7	-23%	i	-2%
21	CCOc1cccc2sc(N(CCCN(C)C)C(=O)c3ccc(S(=O)(=O)N(CC)Cc4ccccc4)cc3)nc12	-0.7	-6%	-19	-25%	-18	-24%	i	-4%
22	O=C(C1CC(=O)N(c2ccccc2)C1)N1CCN(c2ccccc2)CC1 (stereo not drawn)	-0.4	-2%	5	-2%	9	i	i	2%
23	Cc1ccccc1Oc1ncccc1C(=O)/C(C#N)=C/N(C)C	1.9	8%	0	15%	?	-12%	i	3%
24	COC(=O)[C@@H](NC(=O)/C=C/c1ccc(OC)cc1)C(C)C	0.6	-1%	0	-1%	-10	i	i	2%
25	CC(C)c1ccc(/C=C/C(=O)O)cc1	1.2	-8%	3	0%	7	-6%	i	2%

# Entries of single compounds as entered above.
# O=C(CNC(=O)c1ccc(C(F)(F)F)cc1)NC1CC1 as listed: CCT chaperon mod = -1.9; EPAC2 ag = 5%; D3 ag = -4; EPAC2 antagonist = 1%; DRD3 antagonist = -15; PTHR1 ag = i; pAkt inh = i; MmCpn inh = 1%
# O=C(C1CC(=O)N(c2ccccc2)C1)N1CCN(c2ccccc2)CC1 (stereo not drawn) as listed: CCT chaperon mod = -0.4; EPAC2 ag = -2%; D3 ag = 5; EPAC2 antagonist = -2%; DRD3 antagonist = 9; PTHR1 ag = i; pAkt inh = i; MmCpn inh = 2%

# Some of these compounds in order of count of non-hydrogen atoms, smallest number first:
No.	mol	CCT chaperon mod	EPAC2 ag	D3 ag	EPAC2 antagonist	DRD3 antagonist	PTHR1 ag	pAkt inh	MmCpn inh
25	CC(C)c1ccc(/C=C/C(=O)O)cc1	1.2	-8%	3	0%	7	-6%	i	2%
11	COc1cccc(C(=O)Nc2nc(C)cs2)c1	2.0	-3%	3	6%	5	-55%[inhibitor]	i	1%
4	Clc1ccc(Oc2ccccc2)c2ncccc12	1.9	8%	1	-22%	1	-6%	i	0%
1	COc1ccc(CCNS(=O)(=O)c2ccc(Br)s2)cc1	1.1	10%	7	-18%	-21	-11%	i	0%
10	Cc1ccc2c(NCc3ccco3)nc(NC(C)C)nc2c1	-0.6	-1%	-5	9%	-11	18%	i	nt
17	COc1ccc(CCNS(=O)(=O)c2cccc(F)c2)cc1OC	0.5	6%	3	-11%	-13	i	nt	1%
14	Cc1ccc(CNC(=O)Nc2ccc3c(c2)N(C)C(=O)CS3)cc1	-0.2	1%	-6	19%	-2	-10%	i	4%
8	COc1ccc2c(c1)C(C)=CC(C)(C)N2S(=O)(=O)c1ccc(Br)cc1	0.8	9%	-3	-9%	?	-20%	i	1%
22	O=C(C1CC(=O)N(c2ccccc2)C1)N1CCN(c2ccccc2)CC1 (stereo not drawn)	-0.4	-2%	5	-2%	9	i	i	2%
12	COc1ccc(C)cc1NCc1cc(=O)oc2cc(-c3ccccc3)c(O)cc12	-1.4	-11%	6	3%	5	-10%	i	0%
21	CCOc1cccc2sc(N(CCCN(C)C)C(=O)c3ccc(S(=O)(=O)N(CC)Cc4ccccc4)cc3)nc12	-0.7	-6%	-19	-25%	-18	-24%	i	-4%

# (cont.)
No.	mol	CCT chaperon mod	EPAC2 ag	D3 ag	EPAC2 antagonist	DRD3 antagonist	PTHR1 ag	pAkt inh	MmCpn inh
26	C[C@@]12C(=O)N(CC3CCCO3)CC(=O)N1[C@H]1c3cc(Cl)ccc3OC[C@@H]1[C@@H]2c1ccccc1 (stereo partly drawn)	-5.9	4%	-16	3%	11	-12%	i	0%
27	Cc1ccc(C)c(S(=O)(=O)Nc2cc3c4c(c2)CCN4C(=O)CC3)c1	-3.5	8%	-18	-13%	-24	-9%	i	0%
28	O=C(CCN1C(=O)C2CC=C(Cl)CC2C1=O)N1CCCCC1 (stereo not drawn)	0.4	17%	1	3%	11	-8%	i	3%
29	COc1ccc(COC(=O)C2CCN(C(=O)c3ccc(Cl)cc3)CC2)cc1F	1.1	17%	-5	-1%	0	-54%[inhibitor]	i	1%
30	CC(C(=O)Nc1cccnc1)N1C(=O)c2ccccc2C1=O (stereo not drawn)	-1.0	11%	-2	1%	20	i	i	1%
31	CCNC(=O)COC(=O)c1cc(-c2ccco2)nc2ccccc12	-0.1	7%	11	-5%	-21	i	i	-5%
32	Cn1cccc1/C=N/NC(N)=S	2.3	-6%	10	10%	5	i	i	0%
33	O=C(CNc1cccc(Cl)c1)NNC(=S)NCc1ccccc1	-5.7	5%	-11	-4%	-15	-27%	i	2%
34	CC1(C)Cc2c(sc3c2C(=O)N(c2ccccc2)C2=NCCCN23)CO1	1.6	6%	18	12%	-13	i	i	0%
35	COc1ccc(-c2nn(-c3ccccc3)cc2C(=O)N(C)CC(=O)Nc2cccc(F)c2)cc1	3.1	13%	0	1%	-1	6%	i	3%
36	Cc1nnc(SCC(=O)Nc2ccc3c(c2)OCO3)[nH]c1=O	-1.3	7%	0	-4%	0	-21%	i	0%
37	COc1ccc(NC(=O)Nc2cc(C)ccc2F)cc1	-6.6	3%	0	8%	6	i	i	0%
38	O=C(c1ccc(CNc2c(N3CCCC3)c(=O)c2=O)cc1)N1CCN(C2CCCCC2)CC1	0.1	-1%	-3	5%	-19	i	i	0%
39	CCOc1ccc(C(=O)NCC(=O)Nc2ccc(N3CCOCC3)cc2)cc1OCC	0.5	2%	-20	3%	-26	-24%	i	-3%
40	O=C(Nc1ccccc1C(=O)N1CCN(Cc2ccccc2)CC1)c1ccc(F)cc1	0.4	11%	-10	-5%	-15	i	i	1%
41	O=C(c1cccs1)N1CCN(c2ccc(Cl)cc2)CC1	2.1	6%	-1	1%	8	-17%	i	1%
42	O=C(CCCN1C(=O)/C(=C/c2cccc(Br)c2)SC1=S)N1CCOCC1	-0.2	18%	-4	8%	0	-7%	i	-2%
43	Cc1ccc2nc(N3CCN(Cc4nnnn4C4CCCC4)CC3)c(C#N)cc2c1	1.1	9%	3	-2%	6	-22%[57.5 µM]	i	-2%
44	CCOc1ccc(Oc2c(/C=N/NC(N)=O)c(C)nn2-c2ccccc2)cc1	-4.8	10%	11	-17%	25	i	i	1%
45	C[C@@H]1CN([C@@H](C)CO)C(=O)c2cc(Br)cnc2O[C@H]1CN(C)C(=O)Cc1cccnc1	0.7	-7%	-7	6%	-9	-22%	i	nt
46	COc1ccc(-c2ccc(CCC(=O)O)n2-c2ccccc2OC)cc1	1.9	4%	0	8%	1	-9%	i	-2%
47	CN(C)CCNC(=O)c1[nH]nc2c1CCc1ccccc1-2	1.6	3%	-8	1%	13	-20%	i	2%
48	CC(C)NC(=O)C1(C)CCCN1C(=O)c1ccc2c(c1)C(C)(C)CCC2(C)C (stereo not drawn)	-0.9	0%	-3	0%	0	4%	i	nt
49	Cc1ccc(NC(=O)c2ccncc2)cc1S(=O)(=O)N(C)C	-2.1	-6%	-1	0%	0	i	i	1%
50	O=[N+]([O-])c1ccc(NCCNCCOc2nonc2-c2ccccc2)c([N+](=O)[O-])c1	1.0	-5%	-23	-11%	-15	i	i	-1%
51	COc1ccc(NC(=O)C2CC(=O)N/C(=N/N=C/c3ccco3)S2)cc1 (stereo not drawn)	-8.5	6%	-3	4%	-15	-12%	i	0%
